Screens from PubChem BioAssay.
CHT allo act: CHT positive allosteric modulators, primary screen, cell-based, membrane potential dye, choline EC20 | CHT-expressing cells; hits give high values; LV-AA mutant CHT in HEK293 cells | 0.49% of 310,000 active | High affinity choline transporter 1 (Homo sapiens), Q9GZV3 | B-score at 10 µM;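 active = initial fluorescence not abnormally high and integrated response B-score, plate-corrected, over 3 SD above library mean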
Target sequence (Q9GZV3 whole entry, looked up): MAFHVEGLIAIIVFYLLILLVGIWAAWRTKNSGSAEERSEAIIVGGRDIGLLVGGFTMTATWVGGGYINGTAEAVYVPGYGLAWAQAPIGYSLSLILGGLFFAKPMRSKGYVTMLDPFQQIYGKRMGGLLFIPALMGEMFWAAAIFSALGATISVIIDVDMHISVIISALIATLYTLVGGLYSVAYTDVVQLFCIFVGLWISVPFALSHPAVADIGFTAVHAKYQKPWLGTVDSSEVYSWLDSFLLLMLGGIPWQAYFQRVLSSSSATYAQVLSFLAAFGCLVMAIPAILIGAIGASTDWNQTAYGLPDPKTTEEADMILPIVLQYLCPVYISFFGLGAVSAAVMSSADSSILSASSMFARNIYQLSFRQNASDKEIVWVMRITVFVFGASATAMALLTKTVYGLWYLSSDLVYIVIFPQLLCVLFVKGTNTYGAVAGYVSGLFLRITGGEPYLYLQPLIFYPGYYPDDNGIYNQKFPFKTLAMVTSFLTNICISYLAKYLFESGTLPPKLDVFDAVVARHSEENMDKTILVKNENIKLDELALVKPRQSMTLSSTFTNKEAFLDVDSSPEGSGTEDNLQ
OX1R antagonist: OX1R (HCRTR1) antagonists, primary screen, fluorescence, CHO/OX1R cells, Fluo-8 calcium, orexin A. Fluo-8 calcium fluorescence. inhibition, % at 5 µM. 0.43% of 330,000 active;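 active = inhibition above its plate's threshold, mean inhibition of all tested compounds on the plate plus 3 SD, cut at about 37% in these data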;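 note: 0% = orexin A challenge wells and 100% = SB-334867-A antagonist wells; not every result past the cut was called active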
Target sequence (O43613 whole entry, looked up): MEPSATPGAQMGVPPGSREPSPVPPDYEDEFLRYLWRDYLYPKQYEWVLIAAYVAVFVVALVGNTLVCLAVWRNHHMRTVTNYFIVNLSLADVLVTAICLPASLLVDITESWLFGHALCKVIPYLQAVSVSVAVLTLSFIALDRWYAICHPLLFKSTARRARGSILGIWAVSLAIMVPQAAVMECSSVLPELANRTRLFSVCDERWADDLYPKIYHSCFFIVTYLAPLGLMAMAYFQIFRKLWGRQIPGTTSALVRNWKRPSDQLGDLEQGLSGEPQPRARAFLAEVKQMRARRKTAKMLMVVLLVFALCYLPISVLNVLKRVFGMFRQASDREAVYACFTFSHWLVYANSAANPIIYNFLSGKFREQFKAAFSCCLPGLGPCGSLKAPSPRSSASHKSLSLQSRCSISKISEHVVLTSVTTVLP
* hit, by the source's call; i = inactive; . = not tested or not shown.

Preview, 6 compounds:
| canonical_smiles | CHT allo act | OX1R antagonist |
| --- | --- | --- |
| CC(=O)Oc1cccc(C2C3=C(CC(C)(C)CC3=O)Nc3ccccc3N2C(C)=O)c1 (centres undefined) | i | -16 |
| O=C(CC1S/C(=N/N=C/c2c[nH]c3ccccc23)NC1=O)Nc1ccccc1 (centres undefined) | i | 1 |
| CSc1ncccc1C(=O)Nc1nc2ccc(S(C)(=O)=O)cc2s1 | i | -10 |
| O=C(NCCN1CCOCC1)Nc1ccc(Cl)cc1Cl | i | -28 |
| CN1CCN(C(=O)C2CCCN(S(=O)(=O)c3ccccc3)C2)CC1 (centres undefined) | i | -6 |
| COc1ccc(NC(=O)CSCC(=O)Nc2nnc(C3CC3)s2)cc1 | i | -33 |

Results, from the first entry:
| canonical_smiles | CHT allo act | OX1R antagonist |
| --- | --- | --- |
| CC(=O)Oc1cccc(C2C3=C(CC(C)(C)CC3=O)Nc3ccccc3N2C(C)=O)c1 (centres undefined) | i | -16 |
| O=C(CC1S/C(=N/N=C/c2c[nH]c3ccccc23)NC1=O)Nc1ccccc1 (centres undefined) | i | 1 |
| CSc1ncccc1C(=O)Nc1nc2ccc(S(C)(=O)=O)cc2s1 | i | -10 |
| O=C(NCCN1CCOCC1)Nc1ccc(Cl)cc1Cl | i | -28 |
| CN1CCN(C(=O)C2CCCN(S(=O)(=O)c3ccccc3)C2)CC1 (centres undefined) | i | -6 |
| COc1ccc(NC(=O)CSCC(=O)Nc2nnc(C3CC3)s2)cc1 | i | -33 |
| CC1O[C@@H](OC2C(COC3OC(CO)C(O)[C@H](O)C3O)OC(OC3CC[C@]4(C)C(CC[C@@]5(C)[C@@H]4CC=C4[C@@H]6CC(C)(C)CC[C@]6(CO)C(O)C[C@]45C)C3(C)C)C(O)C2O)C(O)C(O)C1O (some centres undefined) | . | 2 |
| CC(=O)NS(=O)(=O)c1ccc(NC(=O)NC2CCCCC2)cc1 | i | -13 |
| CCOC(=O)NNC1CC(=O)N(c2ccc(OC)cc2)C1=O (centres undefined) | i | -17 |
| O=C(/C=C/c1ccccc1)N1CCN(c2cccc(Cl)n2)CC1 | i | -8 |
| O=S(=O)(/N=C(/c1ccccc1)N1CCOCC1)c1ccc(Br)cc1 | i | -10 |
| OCC1C2c3ccccc3C(c3ccccc32)C1CO (centres undefined) | i | -7 |
| Cc1ccc(-c2nc(=S)c3c(n2CC2CCCO2)CC(C)(C)OC3)cc1 (centres undefined) | i | -16 |
| O=C(CC1CCCCC1)c1c(O)c2ccccc2oc1=O | i | 0 |
| COc1ccccc1NC(=S)N(CCCN1CCOCC1)Cc1ccccn1 | i | -14 |
| CCOc1cc(S(=O)(=O)n2nc(C)cc2C)ccc1Br | i | -9 |
| CCCCNC(=O)CCCn1c(=S)[nH]c2cc3c(cc2c1=O)OCO3 | i | -12 |
| COC(CCN(C)C)(c1ccccc1)c1ccccc1 | i | -40 |
| CO/N=C/c1cccn1-c1nccc(N(C)C)c1C#N | i | -16 |
| CCC(C)(C)n1nnnc1C(c1cc2cc(C)ccc2[nH]c1=O)N1CCCC1 (centres undefined) | i | -16 |
| Cc1cc(C)n2nc(C(=O)OCC(=O)N(C)C3CCCCC3)nc2n1 | i | -7 |
| CCc1nnc(SCC(=O)Nc2nc(C)c(C(=O)N(C)C)s2)n1CC | i | 3 |
| COc1ccccc1N1CCN(S(=O)(=O)/C=C/c2ccccc2)CC1 | i | -11 |
| Cn1c(=O)c2c(ncn2CC(=O)N2CCN(c3ccccc3)CC2)n(C)c1=O | i | -7 |
| CCC(C)N1CCC(Oc2ccc(C(=O)NCc3ccccn3)cc2)CC1 (centres undefined) | i | -10 |
| Cc1cc(CNC(=O)Cc2ccc(F)cc2)c2ccccc2n1 | i | -25 |
| CC(C)OCCCNC(=O)c1cc(Sc2ccc(F)cc2)nc2ccccc12 | i | -15 |
| CCOC(=O)c1c(NC(=O)CSc2nnnn2-c2ccccc2)sc2c1CC(C)(C)NC2(C)C | i | -6 |
| O=C1CC[C@@H](CN(Cc2ccccn2)Cc2nc(Cc3ccccc3)no2)N1 | i | -17 |
| CC(=O)c1cccc(NC(=O)CN2C(=O)NC(C)(C)C2=O)c1 | . | -16 |

Random excerpt: three entries already listed.
| canonical_smiles | CHT allo act | OX1R antagonist |
| --- | --- | --- |
| COc1ccc(NC(=O)CSCC(=O)Nc2nnc(C3CC3)s2)cc1 | i | -33 |
| Cc1ccc(-c2nc(=S)c3c(n2CC2CCCO2)CC(C)(C)OC3)cc1 (centres undefined) | i | -16 |
| COc1ccccc1NC(=S)N(CCCN1CCOCC1)Cc1ccccn1 | i | -14 |

Later entries:
| canonical_smiles | CHT allo act | OX1R antagonist |
| --- | --- | --- |
| O=C(NCCCN1CCc2ccccc2C1)C1CCN(c2nnc(-n3cccc3)s2)CC1 | i | -30 |
| O=C(COc1cccc2cccnc12)NNC(=O)Nc1ccccc1 | i | 2 |
| CCn1c(SCC(=O)NCCc2ccc(Cl)cc2)nnc1-c1cccs1 | i | -13 |
| COc1cc(OC)c(OC)cc1/C=N/NC(=O)CSc1ccccc1F | i | -13 |
| CCN(CC(=O)Nc1ccc2c(c1)OCCO2)C(=O)CC(NC(C)=O)c1ccccc1 (centres undefined) | i | -10 |
| O=C(O)COc1ccccc1/C=N/NC(=O)CSc1nc2ccccc2n1Cc1ccc(Cl)cc1 | i | -18 |
| O=C(Nc1ccc(F)cc1)C1CCCN(S(=O)(=O)c2ccc3[nH]c(=O)ccc3c2)C1 (centres undefined) | i | -14 |
| CCN(CC(=O)Nc1c(F)cccc1F)C(=O)c1cccnc1SC | i | -7 |
| Cc1cccc(Nc2nc(-c3ccncc3)cs2)c1 | i | -50 |
| O=Cc1cccn1-c1ccc(O)cc1 | i | -1 |
| COc1cc(C(=O)NC(C)c2ccccc2)ccc1OCC(=O)N1CCOCC1 (centres undefined) | . | 16 |
| COCCOC(=O)C1=C(C)N(Cc2ccccc2)C(=O)NC1c1cccc(OC)c1OC (centres undefined) | i | -29 |
| COCC(C)OC(=O)c1c(N)n(CCCN2CCOCC2)c2nc3ccccc3nc12 (centres undefined) | i | -30 |
| O=C(NCc1nc2ccccc2[nH]1)C1=C[C@H](c2ccc(Br)cc2)C[C@H](OCc2ccc(CO)cc2)O1 | i | -12 |
| NC(=O)c1ccc(N2CCN(S(=O)(=O)c3ccccc3)CC2)c([N+](=O)[O-])c1 | i | 23 |
| CCCC(=Nc1ccc(N)cc1)C1=C(O)C(C(=O)OC)C(C)(C)CC1=O (centres undefined) | i | 10 |
| CC(=O)C1=C(C)N(Cc2ccccc2)C(=O)N[C@H]1c1cccs1 | i | -28 |
| c1ccc(CSc2nnc(-c3ccco3)o2)cc1 | i | 2 |
| O=C(NC1CCCC1)C1CCN(S(=O)(=O)c2ccccc2)CC1 | i | 7 |
| COc1ccc(OCc2cc(C(=O)NC(C)c3cnn(C)c3)no2)c(Cl)c1 (centres undefined) | i | -3 |
| CCC(=O)c1ccc(OC(=O)N2CCOCC2)cc1 | i | 4 |
| COc1ccccc1C(=O)NC(=O)COC(=O)c1ccc(NC(=O)CC#N)cc1 | i | 5 |
| CC(C)Nc1nc(NC(C)C)nc(Oc2ccc(=O)n(C)n2)n1 | i | -16 |
| O=C(COc1ccc([N+](=O)[O-])cc1)N1CCc2ccccc2C1 | i | -9 |
| COc1ccc(NC(=O)Cn2c(=O)cnc3ccccc32)cc1S(=O)(=O)N1CCCCC1 | i | -9 |
| COc1ccc(CCNC(=O)CCN2C(=O)c3ccccc3C2=O)cc1OC | i | -20 |
| Cc1cc(NC(=O)c2cc([N+](=O)[O-])cc([N+](=O)[O-])c2)n(-c2ccccc2)n1 | i | -30 |
| Cn1nnnc1NC(=O)c1ccccc1Cl | i | -19 |
| CCCCCN1C(C)=CC(=C(C#N)C#N)C=C1C | i | -27 |
| Cc1cc(C)n2nc[n+](C)c2n1 | i | -19 |
| S=C(Cc1ccc(-c2ccccc2)cc1)N1CCOCC1 | i | 23 |
| OCCN1CCN(Cc2cc(Br)cc(Br)c2O)CC1 | i | 1 |
| CCc1cc(CNC(=O)c2ccc3nc(Cc4ccc(OC)c(OC)c4)oc3c2)on1 | i | -6 |
| O=c1c2ccccc2oc2cc(-c3ccc4[nH]ccc4c3)ccc12 | i | 67* |
| COCn1c(=O)c2c(nc(SC3=NCCS3)n2Cc2ccccc2C)n(COC)c1=O | i | -37 |
| COC(=O)c1nn(-c2ccccc2)nc1-c1nn(-c2ccccc2)nc1C(=O)OC | i | -14 |
| COc1ccc(CNC(=O)C2(CC3CC(c4ccccc4)=NO3)CCN(C(=O)OC(C)(C)C)CC2)cc1 (centres undefined) | i | -43 |
| NC(=O)c1ccc(N2CCCCC2)c(N2C(=O)C3C4C=CC(C4)C3C2=O)c1 (centres undefined) | i | -16 |
| COc1cc(Cl)ccc1NC(=O)COc1ccccc1C(=O)NN | i | 13 |
| Cc1cc(C(=O)CN2C(=O)NC3(CCCc4ccccc43)C2=O)c(C)n1Cc1cccs1 (centres undefined) | i | 6 |
| O=[N+]([O-])c1c(Nc2ccc(O)cc2)cc(N2CCOCC2)c2nonc12 | i | 5 |
| CC1(C(=O)O)CCC(C(=O)N2CCCCC2)C1(C)C (centres undefined) | i | 0 |
| Cc1csc(NC(=O)CSc2nnc(-c3ccncc3)o2)n1 | i | -15 |
| CC(=O)Nc1ccc(S(=O)(=O)NCC(=O)OCC(=O)NC(=O)c2cccn2C)cc1 | i | -14 |
| CCCCc1nc2cc(C(=O)NC(C)c3cnn(C)c3)ccc2o1 (centres undefined) | i | -14 |
| CCCS(=O)(=O)N1CCCC(C(=O)NCc2ccc(C)cc2)C1 (centres undefined) | i | -12 |
| CC(=O)c1ccc(Sc2ccccc2)c([N+](=O)[O-])c1 | i | -10 |
| CCOC(=O)CN1C(=O)C(Sc2n[nH]c(-c3ccc(O)cc3)n2)CCc2ccccc21 (centres undefined) | i | -11 |
| Oc1ccc(C2C[C@H]3CC[C@@H]2C3)cc1O (some centres undefined) | i | -11 |
| O=C(Nc1ccnc(=O)[nH]1)c1sc2ccccc2c1Cl | i | -9 |
| CN(CC(O)COCc1cccs1)C1CCCCC1 (centres undefined) | i | -27 |
| COC(=O)Nc1cc([N+](=O)[O-])ccc1OC | i | -4 |
| CN(C(=O)c1ccc(S(=O)(=O)c2cccc(Cl)c2)c([N+](=O)[O-])c1)C1CCCCC1 | i | 17 |
| CCOc1ccccc1NC(=O)Nc1ccc2c(c1)OCO2 | i | -19 |
| CCOC(=O)c1ccc(NC(=O)CNNC(=O)COc2ccccc2C)cc1 | . | 5 |
| CCC(=O)Nc1nnc(/C=C/c2ccccc2)s1 | i | -12 |
| COC(=O)c1cc(C(=O)N2CCOCC2)cc([N+](=O)[O-])c1 | i | 8 |
| CCn1c(SC(C)C(=O)Nc2nnc(C)s2)nnc1-c1ccco1 (centres undefined) | i | -13 |
| Cc1oc2cc(O)ccc2c(=O)c1Oc1ccc(F)cc1 | i | -9 |
| Cc1cccc(C)c1NC(=O)CNc1ncnc2sc(C)c(C)c12 | i | -7 |

Entries of single compounds as entered above. Order of screens: CHT allo act | OX1R antagonist
O=S(=O)(/N=C(/c1ccccc1)N1CCOCC1)c1ccc(Br)cc1 in the list: i | -10
CO/N=C/c1cccn1-c1nccc(N(C)C)c1C#N in the list: i | -16

(further entries)
| canonical_smiles | CHT allo act | OX1R antagonist |
| --- | --- | --- |
| CCc1ccc(N2CC(C(=O)OCC(=O)Nc3ccc(C(C)=O)cc3)CC2=O)cc1 (centres undefined) | . | 5 |
| O=C(c1ccco1)N1CCN(Cc2cc(=O)c(OCc3c(F)cccc3Cl)co2)CC1 | i | -27 |
| O=C(NCc1nc(-c2ccc(Cl)cc2)no1)c1ccco1 | i | -13 |
| COc1ccc(Nc2ccc(S(=O)(=O)N3CCCCCC3)cc2[N+](=O)[O-])cc1 | i | -26 |
| CCCc1nnc(NC(=O)c2ccc([N+](=O)[O-])cc2)s1 | i | -4 |
| Clc1ccc(Oc2ccccc2)c2ncccc12 | i | -34 |
| O=C(Nc1cccc(-c2cccc(F)c2)c1)C1CCN(C2CCC2)CC1 | i | -12 |
| O=C(O)c1cccnc1C(=O)N1CCc2c([nH]c3ccccc23)C1C(F)(F)F (centres undefined) | i | -9 |
| CC(NC(=O)/C(=C/c1ccc(OC(F)F)cc1)c1ccccc1)c1ccccc1 (centres undefined) | i | -13 |
| Cc1ccc2c(c1)N(C(=O)CCC(=O)N1CCCCC1)CCO2 | i | -23 |
| CCCC/C(O)=C1\C(=O)CCCC1=NCCc1c(C)[nH]c2ccccc12 | i | -32 |
| Cc1[nH][nH]c(=O)c1C(c1ccc(-c2ccccc2C(=O)O)o1)c1c(C)[nH][nH]c1=O | i | -3 |
| CC1CC(C)CN(C(=O)Cn2c(=O)oc3cc(S(=O)(=O)N4CCCC4)ccc32)C1 (centres undefined) | i | -6 |
| Cc1ccccc1N(C(=O)Cc1ccsc1)C(C(=O)NC1CCCCC1)c1ccc(F)cc1 (centres undefined) | i | -18 |
| Cc1ccc(CC(CC(=O)O)C(=O)Nc2ccc(Cl)cc2)cc1 (centres undefined) | i | -12 |
| CCc1ccc(C(O)(CNCc2ccccc2)c2ccccc2)cc1 (centres undefined) | i | . |
| CCCNC(=O)c1c(O)c2cccc3c2n(c1=O)CCC3 | i | . |
| O=C(COC(=O)c1c(Cl)cccc1Cl)NCC1CCCO1 (centres undefined) | i | 3 |
| O=C(NCC1CCCCC1)c1cc(S(=O)(=O)N2CCCCC2)ccc1N1CCOCC1 | i | -32 |
| O=C(CSc1nc(=O)n(CCCN2CCOCC2)c2c1CCCC2)Nc1ccc(Cl)cc1 | i | -35 |
| COc1ccc(-c2nnn(CC(=O)N(Cc3ccco3)C(C(=O)NCC3CCCO3)c3ccco3)n2)cc1 (centres undefined) | i | -21 |
| O=C(N/N=C/c1ccc(O)cc1O)C(=O)N/N=C/c1ccc(O)cc1O | i | -12 |
| Cc1ccc(S(=O)(=O)N(C)C)cc1NC(=S)NC(=O)C12CC3CC(CC(C3)C1)C2 | i | -14 |
| CCN(C(=O)CCS(=O)(=O)c1cc2c(cc1Cl)NC(=O)CO2)c1ccccc1 | i | -15 |
| COc1ccc(-c2nnnn2-c2ccc(F)cc2F)cc1 | i | -17 |

Rows were taken by chance; about 0.8% have a hit in one of these screens.
